Screening results from PubChem.
Mtb BioA inh = blocks M. tuberculosis BioA enzyme activity; inhibition, % at 9.99 µM; purified M. tuberculosis BioA enzyme, plate reader; actives 0.096% (n = 360,000); in the data active = inhibition above about 40%
An asterisk follows results filed as active.

SMILES	Mtb BioA inh
CCCN1[C@@H]2Cn3c(ccc(-c4ccncc4)c3=O)[C@H]1[C@@H](C(=O)NCCc1cn(C)cn1)[C@@H]2CO	0.7
COc1ccc(S(=O)(=O)Nc2cccc3c2O[C@@H](CN(C)S(C)(=O)=O)[C@@H](C)CN([C@H](C)CO)C3=O)cc1	-2.9
CC(C)NC(=O)Nc1ccc2c(c1)C(=O)N([C@H](C)CO)C[C@H](C)[C@H](CN(C)Cc1ccc(Cl)c(Cl)c1)OCCCC[C@@H](C)O2	-0.9
NC(=O)[C@H]1[C@@H]2C(=O)O[C@@H](c3ccccc3)[C@@H](c3ccccc3)N2[C@@H](c2ccccc2OCCO)[C@]12C(=O)Nc1ccccc12	-0.3
Cc1ccc(S(=O)(=O)Nc2ccc3c(c2)C(=O)N([C@@H](C)CO)C[C@H](C)[C@@H](CN(C)C(=O)Nc2cccc4ccccc24)O3)cc1	1.1
COc1cc2c(cc1O)C=[N+](Cc1cccc(OC(F)(F)F)c1)CC2	-0.5
C[C@H](CO)N1C[C@H](C)[C@H](CN(C)Cc2ccncc2)Oc2ccc(NC(=O)CCC(F)(F)F)cc2C1=O	-0.5
C[C@@H]1CN([C@H](C)CO)C(=O)Cc2cc(NC(=O)Cc3ccccc3)ccc2O[C@H]1CN(C)S(=O)(=O)c1ccc(F)cc1	2.5
Cc1noc(C)c1NC(=O)Nc1ccc2c(c1)CC(=O)N([C@@H](C)CO)C[C@@H](C)[C@@H](CN(C)C(=O)Nc1ccc3c(c1)OCO3)O2	-0.9
CCCC(=O)Nc1ccc2c(c1)C(=O)N(C)[C@H]1CC[C@H](CC(=O)Nc3ccccc3OC)O[C@@H]1CO2	36
CO[C@@H]1CN(C)C(=O)c2cc(NC(C)=O)ccc2OC[C@H](C)N(C(=O)c2ccc(F)cc2)C[C@H]1C	-0.4
O=C(C[C@H]1CC[C@H]2[C@@H](COC[C@H](O)CN2C(=O)c2ccncc2)O1)Nc1ccc(-c2ccccc2)cc1	-1.2
COc1ccc(C#Cc2ccc3c(c2)O[C@@H](CN(C)C(=O)c2ccccn2)[C@H](C)CN([C@@H](C)CO)S3(=O)=O)cc1	-0.2
C/C=C/c1cccc(-c2nc(C(=O)Nc3nccs3)cc3c2[C@@H](CCO)N(C(=O)NC(C)C)C3)c1	-3.9
Cc1ccccc1S(=O)(=O)N1CCCCN2[C@@H](CO)[C@@H](c3ccc(C#CCN(C)C)cc3)[C@@H]2C1	2.4
COc1ccc(NC(=O)Nc2cccc3c2O[C@H](CN(C)Cc2ccc(Oc4ccccc4)cc2)[C@H](C)CN([C@@H](C)CO)C3=O)cc1	3.4
Cc1noc(C)c1S(=O)(=O)N(C)C[C@H]1Oc2ccc(NC(=O)Cn3cnnn3)cc2CC(=O)N([C@@H](C)CO)C[C@@H]1C	0.5
CNC[C@@H]1Oc2ccc(NC(=O)C3CCCCC3)cc2C(=O)N([C@@H](C)CO)C[C@H]1C	-1.5
N#Cc1ccc(-c2ccc3c(c2)[C@H]2[C@H](CCN2C(=O)c2ccc(F)cc2)[C@H](CO)N3)cc1	10
C[C@@H]1CN([C@H](C)CO)C(=O)c2cc(NS(=O)(=O)c3cn(C)cn3)ccc2O[C@@H]1CN(C)C(=O)NC1CCCCC1	-1.4
CC(C)NC(=O)Nc1ccc2c(c1)C(=O)N([C@H](C)CO)C[C@@H](C)[C@H](CN(C)Cc1ccc3c(c1)OCO3)OCCCC[C@H](C)O2	0.9
Cc1ccc(S(=O)(=O)Nc2ccc3c(c2)C(=O)N([C@@H](C)CO)C[C@@H](C)[C@H](CN(C)C(=O)CCC(F)(F)F)OCCCC[C@@H](C)O3)cc1	1.8
C[C@@H]1CN([C@H](C)CO)C(=O)c2cc(NC(=O)Cc3cn(C)c4ccccc34)ccc2O[C@@H]1CN(C)Cc1ccc(C(=O)O)cc1	7.4
C[C@H]1CN([C@@H](C)CO)C(=O)Cc2cc(NC(=O)Nc3ccc4c(c3)OCO4)ccc2O[C@@H]1CN(C)C	3.3
CN(C)C(=O)C[C@H]1CC[C@@H]2[C@H](COC[C@@H](O)CN2Cc2ccc(C(F)(F)F)cc2)O1	2.5
C[C@H]1CN([C@@H](C)CO)C(=O)c2cccc(NC(=O)Nc3ccc(C(F)(F)F)cc3)c2O[C@H]1CN(C)CC1CCCCC1	-0.9
C[C@H](CO)N1C[C@H](C)[C@H](CN(C)CC2CCOCC2)Oc2ncc(-c3ccc(C#N)cc3)cc2C1=O	6.0
C[C@H](O)C#Cc1ccc([C@@H]2[C@@H](CO)N3CCCCN(C(=O)Nc4ccccc4)C[C@H]23)cc1	1.8
CN(C)C(=O)c1cccc(-c2ccc([C@@H]3[C@@H](CO)N4CCCCN(CCC(F)(F)F)C[C@H]34)cc2)c1	-2.4
CC(C)NC(=O)N[C@@H]1CC[C@H](CC(=O)NCc2ccc(Oc3ccccc3)cc2)O[C@H]1CO	0.6
CC(C)NC(=O)Nc1cccc2c1O[C@H](CN(C)C(=O)Nc1cccc3ccccc13)[C@H](C)CN([C@@H](C)CO)C2=O	1.0
C[C@H](CO)N1C[C@H](C)[C@H](CN(C)C(=O)c2ccncc2)Oc2cc(/C=C/c3ccccc3)ccc2S1(=O)=O	2.1
CC(=O)N(C)C[C@H]1Oc2cc(-c3cccnc3)ccc2S(=O)(=O)N([C@H](C)CO)C[C@H]1C	0.6
C[C@@H]1CN([C@@H](C)CO)C(=O)c2cc(NS(=O)(=O)c3cccs3)ccc2O[C@@H](C)CCCCO[C@H]1CN(C)C(=O)CCCN(C)C	3.4
N#Cc1ccc(-c2ccc3c(c2)[C@H]2[C@H](CCN2C(=O)c2ccc(F)cc2)[C@@H](CO)N3)cc1	6.1
Cc1noc(C)c1S(=O)(=O)Nc1ccc2c(c1)C(=O)N([C@@H](C)CO)C[C@H](C)[C@@H](CN(C)Cc1ccc3c(c1)OCO3)O2	2.2
Cc1cc(C(=O)Nc2cccc3c2O[C@@H](CN(C)C)[C@H](C)CN([C@H](C)CO)C3=O)n(C)n1	-1.2
COc1ccc(CN(C)C[C@H]2Oc3ccc(NC(=O)Nc4cccc5ccccc45)cc3C(=O)N([C@H](C)CO)C[C@H]2C)cc1	-1.2
CCC(=O)N1C[C@H](O)COC[C@H]2O[C@H](CC(=O)NCc3ccc(Oc4ccccc4)cc3)CC[C@@H]21	-0.8
Cc1noc(C)c1NC(=O)N(C)C[C@@H]1OCCCC[C@H](C)Oc2ccc(NC(=O)NC3CCCCC3)cc2C(=O)N([C@@H](C)CO)C[C@H]1C	-3.1

Reformatted: results already given.
Cc1ccc(S(=O)(=O)Nc2ccc3c(c2)C(=O)N([C@@H](C)CO)C[C@@H](C)[C@H](CN(C)C(=O)CCC(F)(F)F)OCCCC[C@@H](C)O3)cc1
  Mtb BioA inh: 1.8

C[C@H]1CN([C@@H](C)CO)C(=O)c2cccc(NC(=O)Nc3ccc(C(F)(F)F)cc3)c2O[C@H]1CN(C)CC1CCCCC1
  Mtb BioA inh: -0.9

CN(C)C(=O)C[C@H]1CC[C@@H]2[C@H](COC[C@@H](O)CN2Cc2ccc(C(F)(F)F)cc2)O1
  Mtb BioA inh: 2.5

CC(C)NC(=O)Nc1ccc2c(c1)C(=O)N([C@H](C)CO)C[C@@H](C)[C@H](CN(C)Cc1ccc3c(c1)OCO3)OCCCC[C@H](C)O2
  Mtb BioA inh: 0.9

(list continues)
SMILES	Mtb BioA inh
COCC(=O)Nc1ccc2c(c1)OC[C@@H](C)N(C(=O)c1ccccc1)C[C@@H](C)[C@H](OC)CN(C)C2=O	-2.3
O=C(C[C@@H]1CC[C@@H]2[C@H](COC[C@H](O)CN2Cc2cc(F)ccc2F)O1)NCc1ccc(F)cc1	0.3
C[C@H]1CCCCO[C@H](CN(C)C(=O)Nc2ccccc2)[C@@H](C)CN([C@@H](C)CO)C(=O)c2cc(NC(=O)Nc3ccc(F)cc3)ccc2O1	-3.4
C[C@H](CO)N1C[C@H](C)[C@@H](CN(C)C(=O)CC2CC2)Oc2cc(-c3ccncc3)ccc2S1(=O)=O	1.6
C[C@H](CO)N1C[C@H](C)[C@@H](CN(C)S(=O)(=O)c2ccc(Cl)cc2)Oc2ccc(NC(=O)Nc3ccccc3)cc2CC1=O	0.0
C[C@@H]1CN([C@@H](C)CO)C(=O)c2cccc(NS(=O)(=O)c3cccs3)c2O[C@@H]1CN(C)S(=O)(=O)c1ccccc1	-3.5
C[C@H]1CCCCO[C@@H](CN(C)C)[C@@H](C)CN([C@@H](C)CO)C(=O)c2cc(NC(=O)Nc3cccc4ccccc34)ccc2O1	-0.6
O=C(C[C@H]1CC[C@H](NC(=O)C2CC2)[C@@H](CO)O1)NCCCN1CCOCC1	1.8
COC(=O)[C@@H]1[C@@H](CO)[C@@H]2Cn3c(ccc(C4=CCCC4)c3=O)[C@@H]2N1Cc1cncnc1	-2.1
C[C@H](O)C#Cc1ccc2c(c1)O[C@@H](CN(C)C)[C@@H](C)CN([C@@H](C)CO)S2(=O)=O	-2.7
C[C@H](CO)N1C[C@H](C)[C@H](CN(C)Cc2ccc(C(F)(F)F)cc2)Oc2c(NS(C)(=O)=O)cccc2C1=O	0.9
Cc1noc(C)c1S(=O)(=O)Nc1ccc2c(c1)C(=O)N([C@H](C)CO)C[C@H](C)[C@H](CN(C)CC1CCCCC1)O2	3.0
COc1ccc(S(=O)(=O)N[C@H]2C=C[C@@H](CC(=O)NCCc3ccncc3)O[C@H]2CO)cc1	-1.3
Cc1ccccc1-c1ccc2c(c1)O[C@H](CN(C)Cc1ccncc1)[C@H](C)CN([C@@H](C)CO)S2(=O)=O	-0.9
C[C@H]1CN([C@@H](C)CO)C(=O)Cc2cc(NC(=O)Nc3ccc(C(F)(F)F)cc3)ccc2O[C@@H]1CN(C)S(=O)(=O)c1cn(C)cn1	0.6
C[C@@H]1CCCCO[C@H](CN(C)S(=O)(=O)c2cccs2)[C@H](C)CN([C@@H](C)CO)C(=O)c2cc(NS(=O)(=O)c3cn(C)cn3)ccc2O1	0.3
Cc1cccc(S(=O)(=O)N2C[C@H]3[C@@H](c4ccccc42)[C@H](CO)N3C(=O)C2CC2)c1	-3.3
CCCN1C[C@H](C)[C@H](OC)CN(C)C(=O)c2cc(NC(=O)c3ccccc3)ccc2OC[C@H]1C	1.7
COc1ccc(NC(=O)N(C)C[C@H]2Oc3cc(C#CCN(C)C)ccc3S(=O)(=O)N([C@@H](C)CO)C[C@@H]2C)cc1	-0.7
COCC(=O)Nc1ccc2c(c1)C(=O)N(C)C[C@@H](OC)[C@@H](C)CN(C(C)=O)[C@@H](C)CO2	1.6

Some of these compounds in order of length of the SMILES, rising.
SMILES	Mtb BioA inh
CC(=O)N(C)C[C@H]1Oc2cc(-c3cccnc3)ccc2S(=O)(=O)N([C@H](C)CO)C[C@H]1C	0.6
CCCN1[C@@H]2Cn3c(ccc(-c4ccncc4)c3=O)[C@H]1[C@@H](C(=O)NCCc1cn(C)cn1)[C@@H]2CO	0.7
COc1ccc(C#Cc2ccc3c(c2)O[C@@H](CN(C)C(=O)c2ccccn2)[C@H](C)CN([C@@H](C)CO)S3(=O)=O)cc1	-0.2

Continuation:
SMILES	Mtb BioA inh
CN(C)C(=O)c1cccc(-c2ccc([C@@H]3[C@H]4CN(C(=O)C5CCC5)CCCCN4[C@H]3CO)cc2)c1	4.2
C[C@@H]1CCCCO[C@@H](CN(C)C(=O)Nc2ccccc2)[C@H](C)CN([C@@H](C)CO)C(=O)c2cc(NC(=O)C3CCCCC3)ccc2O1	-3.6
Cc1noc(C)c1S(=O)(=O)N(C)C[C@H]1Oc2ccc(NC(=O)Cc3cn(C)c4ccccc34)cc2CC(=O)N([C@@H](C)CO)C[C@@H]1C	-0.7
C[C@@H]1CN([C@H](C)CO)C(=O)Cc2cc(NC(=O)C3CCCCC3)ccc2O[C@@H]1CN(C)Cc1ccncc1	-4.4
O=C(C[C@H]1CC[C@H]2[C@@H](COC[C@H](O)CN2CCC(F)(F)F)O1)NCc1ccc2c(c1)OCO2	-0.1
CN1CCN(C(=O)C[C@H]2CC[C@@H]3[C@H](COC[C@@H](O)CN3C(=O)c3ccccc3F)O2)CC1	-0.7
C[C@@H]1CN([C@@H](C)CO)C(=O)c2cc(N(C)C)ccc2O[C@@H](C)CCCCO[C@H]1CN(C)C(=O)c1ccccc1	1.2
O=C([C@H]1[C@H](CO)[C@H]2Cn3c(cccc3=O)[C@@H]1N2CC1CC1)N1CCc2ccccc2C1	-1.5
Cc1cccc(S(=O)(=O)N2[C@@H]3c4ccc(-c5cccc(F)c5)c(=O)n4C[C@H]2[C@H](CO)[C@H]3C(=O)O)c1	-1.8
O=C(Cc1ccccc1)N1CC[C@H]2[C@H](CO)Nc3ccc(-c4ccccc4F)cc3[C@H]21	0.2
CC(C)NC(=O)N(C)C[C@H]1Oc2cc(C#Cc3ccccn3)ccc2S(=O)(=O)N([C@@H](C)CO)C[C@@H]1C	0.3
CCCC(=O)Nc1ccc2c(c1)OC[C@H](C)N(C(=O)CC1CC1)C[C@@H](C)[C@H](OC)CN(C)C2=O	0.3
CN1[C@@H]2c3ccc(/C=C/c4ccccc4)c(=O)n3C[C@@H]2[C@@H](CO)[C@@H]1C(=O)N1CCOCC1	-0.1
C[C@H]1CN([C@@H](C)CO)C(=O)c2cccc(NC(=O)Nc3ccc4c(c3)OCO4)c2O[C@H]1CN(C)Cc1ccc(C(F)(F)F)cc1	3.8
C[C@@H]1CN([C@H](C)CO)C(=O)c2cc(-c3ccncc3)cnc2O[C@@H]1CN(C)S(=O)(=O)c1ccccc1	7.9
C[C@H]1CN([C@@H](C)CO)C(=O)c2cc(C3=CCCCC3)cnc2O[C@@H]1CN(C)S(=O)(=O)c1cn(C)cn1	0.2
C[C@H](CO)N1C[C@H](C)[C@H](CN(C)Cc2ccncc2)Oc2c(NC(=O)C3CC3)cccc2C1=O	-3.3
C[C@H]1CN([C@@H](C)CO)S(=O)(=O)c2ccc(C#Cc3ccccc3)cc2O[C@H]1CN(C)C(=O)C1CC1	-0.8
Cc1noc(C)c1S(=O)(=O)N(C)C[C@@H]1OCCCC[C@@H](C)Oc2ccc(NS(=O)(=O)c3ccc(F)cc3)cc2C(=O)N([C@@H](C)CO)C[C@H]1C	-0.4

This is a subset; rates above refer to the full screens.
